# BoNT-A LC inh2 – inhibitors of Botulinum neurotoxin A light chain protease; multiplex microsphere protease substrate cleavage, flow cytometry; inhibition, % at 10 µM; 360,000 tested, 0.17% active; AID 588499; also: plate controls were buffer without enzyme for full effect and enzyme alone for no effect
# PfHsp40 rescue – restores yeast growth despite PfHsp40 toxicity. S. cerevisiae expressing PfHsp40, growth rescue, ATP luminescence. growth rescue, % at 12.5 µM. 340,000 tested, 0.68% active. AID 504582; in the data active = growth rescue above about 28%, passing the limit was not always enough;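 also: yeast W303a lacking pdr1 and pdr3 grown in galactose medium; growth measured after three days at 30 °C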
# Anthrax LF inh2 – blocks Bacillus anthracis lethal factor protease. multiplex microsphere protease cleavage assay, LF. inhibition, % at 10 µM. P15917. 360,000 tested, 0.12% active. AID 588501; also: plate controls were buffer without enzyme for full effect and enzyme alone for no effect
# Target sequence (P15917 whole entry, looked up): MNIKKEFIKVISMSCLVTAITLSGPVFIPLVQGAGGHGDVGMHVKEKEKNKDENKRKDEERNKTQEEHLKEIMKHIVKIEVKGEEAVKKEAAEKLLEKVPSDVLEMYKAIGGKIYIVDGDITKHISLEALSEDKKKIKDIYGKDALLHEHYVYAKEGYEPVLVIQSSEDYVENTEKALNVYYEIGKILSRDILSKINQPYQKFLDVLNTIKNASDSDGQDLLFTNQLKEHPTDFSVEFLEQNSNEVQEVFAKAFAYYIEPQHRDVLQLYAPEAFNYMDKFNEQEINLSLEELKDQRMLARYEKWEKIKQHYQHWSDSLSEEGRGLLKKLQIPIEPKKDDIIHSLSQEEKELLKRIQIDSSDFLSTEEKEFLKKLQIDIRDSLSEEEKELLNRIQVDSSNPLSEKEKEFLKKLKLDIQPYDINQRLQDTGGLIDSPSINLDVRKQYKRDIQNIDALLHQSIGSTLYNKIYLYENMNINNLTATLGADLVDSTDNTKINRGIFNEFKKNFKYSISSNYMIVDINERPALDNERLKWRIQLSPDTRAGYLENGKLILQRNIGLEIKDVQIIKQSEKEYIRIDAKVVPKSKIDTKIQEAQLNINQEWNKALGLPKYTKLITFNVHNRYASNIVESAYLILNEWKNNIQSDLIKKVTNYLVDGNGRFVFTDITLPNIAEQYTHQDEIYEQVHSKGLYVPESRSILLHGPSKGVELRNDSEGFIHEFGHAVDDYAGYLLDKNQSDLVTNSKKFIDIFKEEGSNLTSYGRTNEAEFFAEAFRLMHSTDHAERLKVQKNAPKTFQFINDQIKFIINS
# SARS 3CLpro inh – SARS-CoV 3CLpro protease inhibition; inhibition, % at 6 µM; recombinant SARS-CoV 3CLpro, quenched FRET peptide cleavage; P0C6X7; 290,000 tested, 0.14% active; in the data active = inhibition above about 12%
# TcdB inh – TcdB glycohydrolase inhibition; TcdB glycohydrolase enzymatic assay, plate reader; inhibition, % at 9.99 µM; 350,000 tested, 0.24% active; in the data active = inhibition above about 10%
# Y pestis TopoI – Y. pestis Topo-I inhibition via cleavage products | AID 504884 | activity, % at 10 µM | 360,000 tested, 0.064% active | Y. pestis Topo-I cleavage product accumulation, plate reader; in the data active = activity above about 50%, passing the limit was not always enough; also: inactives centre near 2
# SSB-PriA inh – inhibitors of Klebsiella pneumoniae PriA binding to SSB C-terminal tail; 430,000 tested, 0.6% active; inhibition, % at 33 µM; AlphaScreen SSBct-PriA binding, biotinylated peptide; in the data active = inhibition mostly above about 37%, no sharp cut-off; inactive = mostly below about 20%;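 also: plate controls were negative control peptide for no effect and reference peptide for full effect; strong numbers were not always called active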
# PrPC TRFRET – inhibitors of human cell surface prion protein PrPC; P04156; 370,000 tested, 0.43% active; AID 720596; TR-FRET read-out; inhibition, % at 13.8 µM; in the data active = inhibition above about 24%; also: 0% = median of the test wells and 100% = reference compound wells
# Vc quorum ag – inducers of Vibrio cholerae quorum light production without autoinducers; 350,000 tested, 0.16% active; V. cholerae BH1578 lux reporter, luminescence, 6 h; activation, % at 18.7 µM; in the data active = activation mostly above about 9.7%, no sharp cut-off; also: not every result past the cut was called active; inactives centre near 0; reference of the scale not given here
# * marks the source's active call; other numbers are inactive results; i = inactive; x = not tested or not shown; & = joins results of further samples. Rule as the data show it, unless noted: active = inhibition above about 30%; inconclusive = no clear call, values can overlap the other calls; inactive = below that.
entry	smiles	BoNT-A LC inh2	PfHsp40 rescue	Anthrax LF inh2	SARS 3CLpro inh	TcdB inh	Y pestis TopoI	SSB-PriA inh	PrPC TRFRET	Vc quorum ag
1	COc1cccc(-c2nnc3n2N=C(C(C)(C)C)CS3)c1	-0.1	-1.4	2	1	x	12	-10	11	i
2	CC1CCCCC12NC(=O)N(CC(=O)N1CCc3ccccc31)C2=O (stereo not drawn)	-2.5	1.6	5	x	-0.3	-2	-6	-1	i
3	O=C(CSc1nnc(-c2cc(-c3cccs3)nc3ccccc23)o1)NC1CCCCC1	-0.2	1.9	4	7	x	1	-9	-2	-6.2
4	COc1cc(Nc2ccn3nc(-c4ccccc4Cl)cc3n2)cc(OC)c1OC	-0.3	x	-3	x	0.3	-23	x	-3	-0.6
5	Cc1c(Cc2ccccc2)c(=O)oc2c(C)c(OC(C)C(=O)NCC3CCC(C(=O)O)CC3)ccc12 (stereo not drawn)	-0.5	4.1	0	1	1.0	17	-3	-4	0.8
6	COc1ccc2c(c1)cc1c(=O)n(CC(=O)NC(C)CCc3ccccc3)nc(C)n12 (stereo not drawn)	-2.8	-1.1	0	2	1.9	1	-3	-5	-20
7	COC(=O)c1ccc(Oc2coc3cc(OCc4cnn(-c5ccccc5)c4)ccc3c2=O)cc1	0.7	0.5	-4	-2	x	2	-15	0	i
8	Cc1ccc(S(=O)(=O)N2CCN(C(=O)COC(=O)/C=C/c3ccc(C(F)(F)F)cc3)CC2)c(C)c1	0.0	-2.3	-4	x	1.6	-1	-10	-3	-0.6
9	OC(CNC1Cc2ccccc2C1)COc1ccc(F)cc1 (stereo not drawn)	x	1.3	x	1	0.3	-14	-10	-6	-0.2
10	Cc1ccc(CNC(=O)C2CCCN2C(=O)Nc2ccccc2)cc1 (stereo not drawn)	-0.6	-0.9	-5	-3	0.7	11	-8	3	0.2
11	CN(CCOc1ccccc1)C(=O)c1ccc(Cl)c(S(=O)(=O)N2CCCCC2)c1	x	0.9	x	x	-2.0	20	-12	5	-0.1
12	COc1ccc(Cl)cc1S(=O)(=O)N1CCN(C(=O)c2ccco2)CC1	-0.3	-0.2	1	3	x	-2	-10	3	-0.5
13	O=C(CNc1cccc(S(=O)(=O)N2CCCCC2)c1)Nc1ccccc1F	-4.0	0.2	-4	2	2.0	-6	1	-1	i
14	CCC(CC)c1nnc(NC(=O)c2ccc3ccccc3n2)s1	0.7	2.5	3	7	x	33	-6	-1	i
15	O=c1[nH]c(C2CCCN(S(=O)(=O)c3ccccc3)C2)nc2c1nnn2Cc1ccc2c(c1)OCCO2 (stereo not drawn)	-0.7	0.2	4	2	0.6	5	-11	-4	-20
16	CN(C)S(=O)(=O)c1cccc(NC(=O)CSc2cccc3cccnc23)c1	1.2	-0.9	-6	17*	1.4	-1	65*	4	-0.2
17	O=C(COC(=O)c1ccc(S(=O)(=O)N2CCCCC2)cc1)NCc1ccc(F)cc1	-1.8	0.9	3	x	-0.6	4	-6	-11	-1.1
18	Cc1ccccc1C(=O)c1cccn1CC(=O)NCc1ccco1	-0.4	-0.5	-3	0	x	0	6	3	3.4
19	COc1ccc(NC(=O)CSCC(=O)N=c2sccn2C)cc1	-0.3	0.2	-4	-4	-8.5	1	-23	9	0.5
20	C=CCNC(=O)c1onc(CSc2ccc(F)c(F)c2)c1C(=O)O	-0.3	2.0	-2	5	5.1	11	-4	-1	-2.2
21	ClCCn1c(CCl)nc2ccc(Cl)cc21	-0.2	x	-3	x	-0.5	3	x	10	-3.1
22	CC(SC(=S)N1CCOCC1)C(=O)O (stereo not drawn)	-0.7	-1.8	-5	-2	x	-8	-7	1	0.8
23	COc1cccc(NC(=O)c2nc3ncccn3n2)c1	0.0	-1.5	-4	0	x	0	-12	-2	i
24	CCN(Cc1nc2ccccc2c(=O)[nH]1)C(=O)c1cccc(NC(=O)c2cccs2)c1	1.3	1.0	3	x	-2.4	9	0	1	-1.4
25	CCOC(=O)c1c(C)oc(/N=C/c2ccccc2O)c1C#N	-0.2	0.2	-2	-1	x	4	x	1	x
26	O=C(COc1cccc(Cl)c1)Nc1cc(S(=O)(=O)N2CCOCC2)ccc1N1CCOCC1	-0.5	0.8	-6	0	-0.1	11	5	8	i
27	CC(C)CC(=O)Nc1nnc(S(=O)(=O)N2CCc3ccccc32)s1	0.3	0.2	1	-3	2.2	-7	-362	-2	-0.2
28	C=CCOC(=O)c1sc(NC(=O)c2ccc(OC)cc2)nc1C	0.5	-0.3	1	0	0.7	-9	1	12	-5.2
29	Cc1ccc(C(C)C)c(OCC(=O)NN=C2CCCC2)c1	0.1	0.8	-2	3	-1.2	17	-16	-1	-0.4
30	CCOC(=O)C1=C(C)N=c2s/c(=C\c3cc(OC)c(OC)c(OC)c3)c(=O)n2C1/C=C/c1ccccc1 (stereo not drawn)	24	-0.2	9	0	-0.9	-6	x	-3	-0.6

# Of the compounds above, 2 have an NH in an aromatic ring:
entry	smiles	BoNT-A LC inh2	PfHsp40 rescue	Anthrax LF inh2	SARS 3CLpro inh	TcdB inh	Y pestis TopoI	SSB-PriA inh	PrPC TRFRET	Vc quorum ag
15	O=c1[nH]c(C2CCCN(S(=O)(=O)c3ccccc3)C2)nc2c1nnn2Cc1ccc2c(c1)OCCO2 (stereo not drawn)	-0.7	0.2	4	2	0.6	5	-11	-4	-20
24	CCN(Cc1nc2ccccc2c(=O)[nH]1)C(=O)c1cccc(NC(=O)c2cccs2)c1	1.3	1.0	3	x	-2.4	9	0	1	-1.4

# The listing continues.
entry	smiles	BoNT-A LC inh2	PfHsp40 rescue	Anthrax LF inh2	SARS 3CLpro inh	TcdB inh	Y pestis TopoI	SSB-PriA inh	PrPC TRFRET	Vc quorum ag
31	CCn1c(P(C)(=O)O)nc2cc(NC(=O)c3ccccc3F)ccc21	1.0	0.8	-2	-1	-0.1	-7	0	1	-1.4
32	CC1CCN(c2ccc(C(=O)O)cc2N)CC1	-1.0	-0.7	-5	6	x	-9	-7	-4	-1.8
33	CCOC(=O)CNC(=O)C1CCCN(c2ncccn2)C1 (stereo not drawn)	-0.2	0.0	-3	2	x	6	-9	3	-0.5
34	O=C(NCCCN1CCN(c2ccc(F)cc2)CC1)C1CCCN(c2ncnc3c2nc2n3CCCCC2)C1 (stereo not drawn)	-0.7	-0.2	-3	4	0.8	5	9	-3	-0.3
35	Cc1ccc(C(=O)Nc2ccc3ccccc3c2)cc1	2.7	-1.0	1	-4	0.2	-4	4&-5	-2	i
36	CCCc1cc(=O)oc2cc(OCC(=O)NCc3cccs3)ccc12	-0.6	-0.2	-2	2	-5.6	-5	4	6	4.6
37	COCCN(C(=O)Cn1nnc2ccccc21)C(C(=O)NC1CCCC1)c1ccc(OC)cc1OC (stereo not drawn)	-0.1	-0.6	-1	4	x	8	1	-3	x
38	O=C(CSc1nc2ccccc2[nH]1)N1CCCCC1	1.7	-0.5	3	-5	x	-8	-4	6	i
39	Cc1ccc(-c2cc(C(=O)OCC(=O)N(C)C3CCS(=O)(=O)C3)c3ccccc3n2)c(C)c1 (stereo not drawn)	-0.1	2.3	-5	1	0.9	23	-5	-2	-2.0
40	CCC(=O)C1=C(N2CCCC2)CC(C)(C)CC1=O	0.6	1.8	0	-1	x	3	-9	-3	0.5
41	COc1ccc(CCN=C(N)NS(=O)(=O)c2ccccc2)cc1OC	-0.7	-0.1	0	9	0.2	-6	5	-3	-0.4
42	N#Cc1ccc(C23CC4CC(CC(C4)C2)C3)[nH]c1=O	0.0	0.3	-1	0	x	5	6	6	3.7
43	Cc1ccc2cc(CN(CC3CCCO3)C(=S)Nc3ccccc3)c(=O)[nH]c2c1 (stereo not drawn)	0.0	-1.1	0	4	-1.4	1	2	1	-0.5
44	CC(=O)Nc1ccc(Sc2ccccc2C(=O)Nc2ccc(F)cc2)cn1	-0.7	-0.5	-8	1	0.5	3	-17	7	i
45	CCc1ccc(NC(=O)NCCN2CCc3ccccc3C2)cc1	2.1	0.8	4	5	x	-2	2	8	-0.8

# Reprinted at random: 7 compounds from above.
entry	smiles	BoNT-A LC inh2	PfHsp40 rescue	Anthrax LF inh2	SARS 3CLpro inh	TcdB inh	Y pestis TopoI	SSB-PriA inh	PrPC TRFRET	Vc quorum ag
31	CCn1c(P(C)(=O)O)nc2cc(NC(=O)c3ccccc3F)ccc21	1.0	0.8	-2	-1	-0.1	-7	0	1	-1.4
34	O=C(NCCCN1CCN(c2ccc(F)cc2)CC1)C1CCCN(c2ncnc3c2nc2n3CCCCC2)C1 (stereo not drawn)	-0.7	-0.2	-3	4	0.8	5	9	-3	-0.3
45	CCc1ccc(NC(=O)NCCN2CCc3ccccc3C2)cc1	2.1	0.8	4	5	x	-2	2	8	-0.8
40	CCC(=O)C1=C(N2CCCC2)CC(C)(C)CC1=O	0.6	1.8	0	-1	x	3	-9	-3	0.5
41	COc1ccc(CCN=C(N)NS(=O)(=O)c2ccccc2)cc1OC	-0.7	-0.1	0	9	0.2	-6	5	-3	-0.4
32	CC1CCN(c2ccc(C(=O)O)cc2N)CC1	-1.0	-0.7	-5	6	x	-9	-7	-4	-1.8
35	Cc1ccc(C(=O)Nc2ccc3ccccc3c2)cc1	2.7	-1.0	1	-4	0.2	-4	4&-5	-2	i

# Next structures
entry	smiles	BoNT-A LC inh2	PfHsp40 rescue	Anthrax LF inh2	SARS 3CLpro inh	TcdB inh	Y pestis TopoI	SSB-PriA inh	PrPC TRFRET	Vc quorum ag
46	CC(=O)N/C(=C\c1ccc(F)cc1)C(=O)NC(Cc1c[nH]c2ccccc12)C(=O)O (stereo not drawn)	0.3	0.3	-1	5	0.5	7	25	-5	i
47	C/C(=N\NC(=S)Nc1ccc(C)cc1)c1cccc(N)c1	0.6	-1.2	0	1	0.2	3	x	0	-0.4
48	Cc1c(NC(=O)COc2ccc3ccccc3c2)c(=O)n(-c2ccccc2)n1C	x	x	x	-3	1.7	x	-5	0	x
49	COc1ccc(CCC(=O)N2CCN(S(=O)(=O)c3ccc(OC(F)(F)F)cc3)CC2)cc1	-0.3	1.2	-8	x	1.3	27	-11	-10	i
50	O=C(O)C1=CCCc2ccc(F)cc21	-0.4	0.7	-3	x	1.0	6	0	-6	-4.3
51	Cc1ccc(C2C(=O)N(C3CCCC3)CC(=O)N2CC2COc3ccccc3O2)cc1 (stereo not drawn)	8.6	-0.8	-6	5	x	-2	-10	-3	-0.2
52	Cc1cc(N2CCN(C(=O)c3[nH]c(C(F)(F)F)nc3-c3ccccc3)CC2)c2ccccc2n1	-0.6	x	-5	x	-4.5	x	x	9	x
53	Cc1cccc(CN2CCc3c(OCC(=O)N4CCCc5ccccc54)cccc3C2=O)c1	0.4	1.7	0	3	x	-2	3	3	i
54	Cc1cccn2c(=O)c3cc(C(=O)NCCc4ccccc4)sc3nc12	0.1	8.6	-2	-1	-0.2	8	-13	-11	-0.1
55	COc1ccc(-c2csc3ncnc(N4CCN(S(=O)(=O)c5cccc(C(F)(F)F)c5)CC4)c23)cc1	7.0	2.1	3	x	1.7	-2	-6	8	-0.7
56	CCOc1ccccc1OC(=O)c1cc2ccccc2oc1=O	-0.1	-0.8	2	1	-0.2	6	-4	-2	-0.2
57	COc1ccc(NC(=O)C2CCN(S(=O)(=O)c3c(C)noc3C)CC2)cc1OC	0.3	-0.5	-2	8	1.1	3	-9	0	2.9
58	COc1ccc(/C=N\NC(=O)COc2ccc(C(C)(C)C)cc2)cc1Cn1nc(C)cc1C	0.3	0.9	2	4	x	34	x	1	0.0
59	Cc1ccc(NC(=O)/C(C#N)=C(\N)C(Cl)(Cl)Cl)nc1	-2.4	0.9	1	1	x	4	-9	x	-0.5
60	Cc1cc(C)c2c(NC(=S)NC(=O)c3ccccc3)n[nH]c2n1	-0.4	1.1	-2	5	0.5	13	-11	-8	-0.9
61	Cc1occc1C(=O)NC1CCCN(Cc2ccc(Cl)cc2)C1 (stereo not drawn)	-2.6	-0.3	1	4	1.7	5	15	1	-0.3
62	CCC(=O)Nc1cccc(C(=O)OCC(=O)c2ccccc2Cl)c1	0.1	0.0	-3	-3	x	-1	1	-3	-0.5
63	Fc1ccc(-c2csc(N3CCOCC3)n2)cc1	0.6	-0.5	0	7	1.2	34	-5	1	i
64	COc1cnc(-c2ccccc2)nc1OC	-1.2	-3.2	0	4	0.2	3	-20	2	0.9
65	COc1ccc(CN(C)C(=O)Cc2c[nH]c3ccccc23)cc1	-1.6	-0.2	11	-3	1.0	13	-7	6	i

# Some of the compounds tested (hit frequency here may not be typical).
